Compound activity as filed in PubChem.
PTAP TSG101 blk: qHTS Assay for Iinhibitors of HIV-1 Budding by Blocking the Interaction of PTAP/TSG101 | Tumor susceptibility gene 101 protein (Homo sapiens), Q99816 | Fluorescence polarization, FITC-PTAP peptide / Tsg101 binding | Potency, µM (doses to about 115 µM), for the others: at the highest dose activity change, negative = inhibition, actives largely listed as inhibitors | 340,000 tested, under 10 active; active = well fitted inhibition curve with a large enough effect in the main read-out, with a control signal flat, not every such curve was filed as active; inconclusive = small, poorly fitted or top-dose-only effect, or effect the other way, or a change in a side signal; inactive = no such curve, though single readings can be large or run the other way; also: potency is read from the fitted curve at half-maximal effect; % of control where 0% means no effect
Target sequence (Q99816 whole entry, looked up): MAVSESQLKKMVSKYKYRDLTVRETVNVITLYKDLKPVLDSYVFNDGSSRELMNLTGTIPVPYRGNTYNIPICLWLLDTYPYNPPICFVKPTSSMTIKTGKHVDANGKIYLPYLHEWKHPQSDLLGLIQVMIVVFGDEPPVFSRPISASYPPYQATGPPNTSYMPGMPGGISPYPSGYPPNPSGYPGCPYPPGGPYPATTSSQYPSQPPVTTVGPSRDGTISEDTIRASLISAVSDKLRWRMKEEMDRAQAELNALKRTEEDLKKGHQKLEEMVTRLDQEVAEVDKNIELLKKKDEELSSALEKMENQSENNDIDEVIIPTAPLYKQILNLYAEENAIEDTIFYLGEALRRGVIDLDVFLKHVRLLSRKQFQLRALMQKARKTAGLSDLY
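Fluorescence polarization binding of Tsg101 binding domain (10 uM final) to FITC-labeled PTAP peptide (50 nM final) in HEPES pH 7.5 buffer with NaCl, Tween 20, EDTA, TCEP. Compounds added before peptide; binding 20 min at RT.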
TCR act: Activators of T cell receptors: qHTS campaign | primary human leukocytes, anti-CD3, IL-2 HTRF, 48 h | Potency, µM (top dose mostly 9.22 µM), for the others: top-dose activation of IL-2 secretion, hits mostly activators | 330,000 tested, under 10 active | AID 504894, 2011; active = well fitted activation curve with a large enough effect; inconclusive = small, poorly fitted or top-dose-only effect, or another doubt; inactive = no such curve, though single readings can be large or run the other way; also: % of control where 0% means no effect
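Compounds are tested in HTS on primary human leukocytes co-incubated with a-CD3 beads for 48 hr. IL-2 output is measured by time-resolved FRET.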
uPA surface inh: qHTS for Inhibitors of Cell Surface uPA Generation; 0.31% of 330,000 active; cell surface uPA generation assay, qHTS; Potency, µM (top dose mostly 38.3 µM), for the others: top-dose activity change, negative = inhibition, actives largely listed as inhibitors; AID 540303, 2011; active = well fitted inhibition curve with a large enough effect; inconclusive = small, poorly fitted or top-dose-only effect; inactive = no such curve, though single readings can be large or run the other way; tested in mouse RAW 264.7 cells; also: potency is read from the fitted curve at half-maximal effect; % is scaled to controls: 0 for no effect and ±100 for the full control effect; nearly all actives have a fitted effect of over 55% in size
The depositor's hits bear a star; ? = inconclusive.

TCR act	PTAP TSG101 blk	uPA surface inh	compound
-1%	2%	20%	COc1cc(C=O)ccc1OCc1cn(CC(=O)c2ccc(O)cc2)nn1
-4%	-5%	-17%	O=C(Cc1ccc(NC(=O)C2CCN(C(=O)C3CC3)CC2)cc1)Nc1ccc(C(=O)N2CCOCC2)cc1
-4%	-6%	1%	CCOc1cc(N2CCOCC2)c(OCC)cc1NC(=O)CN1C(=O)NC(CC)(c2ccc(F)cc2)C1=O (stereo not drawn)
-2%	1%	-4%	Cc1cccc(NC(=O)c2ccccc2C(=O)Nc2cccc(C)c2)c1
4%	-2%	-1%	COc1ccc(C)cc1S(=O)(=O)N(C)CC(=O)N1CCCCC1
-5%	-2%	3%	CCN1CCC(O)(C(C(=O)OC)c2ccccc2)CC1 (stereo not drawn)
-6%	-2%	11%	Cc1cc(CCNC=O)c(C)c2c1sc1ccccc12
5%	-6%	-9%	COc1ccc(C=C2SC(=S)NC2=O)c(OC)c1OC
3%	-1%	6%	O=C(CN1CCN(C(=O)c2ccco2)CC1)Nc1ccc2c(c1)OCO2
-4%	-6%	-3%	O=C(NC1CC1)C1=C[C@@H](c2ccc(C(F)(F)F)cc2)C[C@@H](OCCCCO)O1
3%	-3%	-1%	CC1(C)c2ccccc2-c2nc3ccccc3cc2C1N1CCOCC1 (stereo not drawn)
2%	-6%	-11%	Cc1ccc(C([O-])=C(C(=S)NCc2ccccc2)[n+]2cccc(CO)c2)cc1[N+](=O)[O-]
-1%	-5%	5%	COC1=C(Nc2ccccc2)C(=O)C(OC)=C(Nc2ccccc2)C1=O
-3%	2%	-2%	COc1cc(C)c(CN2CCN(c3ncccn3)CC2)cc1C
-1%	0%	-4%	Cc1csc(NC(CO)c2nc3ccccc3n2CCOCCO)n1 (stereo not drawn)
2%	2%	1%	O=C(Oc1cccc2c(O)cccc12)c1ccco1
-16%	-11%	-2%	CCCC1OC(c2ccco2)OCC1CC (stereo not drawn)
2%	-3%	-1%	OC(CSc1ccccc1)CN1CCN(c2ccccc2)CC1 (stereo not drawn)
10%	1%	-8%	COC(=O)C1N2C(=O)[C@@H](NC(=O)COc3ccccc3)[C@H]2SC1(C)C (stereo partly drawn)
-4%	-8%	-2%	CCn1c2ccccc2c2cc(/C=C(/C#N)C(N)=S)ccc21
-3%	0%	-1%	COc1ccc(C(=O)c2ccccc2C(=O)c2ccccc2)cc1
16%	-1%	-7%	COc1ccc(/C=C2\SC(=S)N(CCCC(=O)N3CCOCC3)C2=O)cc1
5%	-2%	-3%	CC(C)N(C)C1=CC(=O)C(N(C)C(C)C)=CC1=O
7%	1%	-5%	O=C(NCc1ccccc1)C1=C[C@H](c2ccccc2)C[C@H](OCc2ccc(CO)cc2)O1
-7%	-4%	2%	COc1cc(OC)c(C(=O)NNC(=O)c2ccc(NS(=O)(=O)c3cccs3)cc2)cc1OC
-3%	-1%	2%	O=C(Nc1ccccc1)SC1CCCCC1
-9%	0%	-3%	Cc1onc(-c2c(F)cccc2Cl)c1C(=O)OCC(=O)Nc1cccc(S(=O)(=O)N(C)C)c1
-4%	0%	-3%	O=[N+]([O-])c1ccc2[nH]c(=S)sc2c1
-1%	-7%	16%	CCOC(=O)c1cc2c(c(CCO)n1)[C@H](CCO)N(S(=O)C(C)(C)C)C2 (stereo partly drawn)
10%	-5%	7%	CCN1C=C(C(C)=O)C(=O)CC1
2%	-1%	-5%	O=C1Nc2ccc(Br)cc2/C1=C/C(=O)c1ccccc1
3%	-4%	2%	O=C(O)C1C2OC(C(Br)C2Br)C1C(=O)O (stereo not drawn)
-4%	-1%	-2%	Cc1ncnc(N)c1CCCNc1ccccc1
3%	-7%	7%	CN(CC(=O)Nc1cc(C(F)(F)F)ccc1-n1cncn1)Cc1ccccc1N1CCOCC1
-1%	-3%	-2%	Cc1cc(O)cc(C)c1Cl
12%	-1%	0%	COc1cc2c3nc4n(c(=O)c3n(CC(=O)N3CCCC3)c2cc1OC)CCS4
-1%	-7%	0%	CCOC(=O)CN1C(=O)N[C@@H](c2ccccc2)[C@@H](C(=O)OC)[C@H]1C
-1%	-4%	-4%	COc1cc(CCC(=O)OCC(=O)Nc2cc(S(=O)(=O)N3CCOCC3)ccc2Cl)cc(OC)c1OC
-2%	2%	-7%	O=c1[nH]c(/C=C/c2cccc(Br)c2)nc2ccccc12
1%	-7%	21%	CC(C)(C)OC(=O)N1CCC(C(=O)Nc2cccc(C(=O)NCCc3ccccc3)c2)CC1
-3%	-5%	-2%	Cc1ccc(NC(=S)N2CCC(C(=O)c3ccc(F)cc3)CC2)cc1C
-2%	0%	3%	CCCCC1(CC)SCC(=O)NC1=O (stereo not drawn)
-28%	-3%	-1%	Cc1nc2[nH]c(=S)[nH]c(=O)c2nc1C
-9%	-4%	3%	COc1cc(CN(C)C(=O)C2CCN(S(=O)(=O)c3cccs3)CC2)ccc1OC(F)F
-1%	-4%	2%	Cc1cccn2c(=O)c3cc(C#N)c(=N)n(Cc4cccnc4)c3nc12
2%	-1%	10%	COc1cc(C=CC(=O)OCC=Cc2ccc3c(c2)OCO3)cc(OC)c1OC
-6%	-5%	0%	N#Cc1ccccc1S(=O)(=O)N1CCN(C(=O)c2cccc(S(=O)(=O)N3CCCC3)c2)CC1
-3%	0%	9%	O=C(NCc1ccc(C(F)(F)F)cc1)c1ccc2c(c1)S(=O)(=O)c1ccccc1C2=O

A draw from above in order of count of non-hydrogen atoms, largest number first.
TCR act	PTAP TSG101 blk	uPA surface inh	compound
-6%	-5%	0%	N#Cc1ccccc1S(=O)(=O)N1CCN(C(=O)c2cccc(S(=O)(=O)N3CCCC3)c2)CC1
-9%	-4%	3%	COc1cc(CN(C)C(=O)C2CCN(S(=O)(=O)c3cccs3)CC2)ccc1OC(F)F
-1%	-4%	2%	Cc1cccn2c(=O)c3cc(C#N)c(=N)n(Cc4cccnc4)c3nc12

The list continues:
TCR act	PTAP TSG101 blk	uPA surface inh	compound
-3%	-1%	-18%	Cc1cccc(C(=O)NC(C)c2ccc(-n3ccnc3)cc2)c1C (stereo not drawn)
-4%	-16%	-19%	CC1(c2nnc(-c3cccc(Cl)c3)o2)CC(c2ccccc2)=NO1 (stereo not drawn)
3%	1%	6%	CC1CN(C(C)C)C(=S)NC1=O (stereo not drawn)
-2%	-1%	-3%	CCCCn1c(N)c(N(CCOC)C(=O)c2oc3ccc(Br)cc3c2C)c(=O)[nH]c1=O
-10%	-7%	3%	CCNc1ncnc2c1cnn2C1CCCO1 (stereo not drawn)
-21%	0%	4%	CCOC(=O)c1c(N)sc(C(=O)N2CCCC(C(N)=O)C2)c1C (stereo not drawn)
1%	-1%	-3%	CC(C)(C)S(=O)N1Cc2cn(Cc3ccccc3)c(=O)cc2[C@@H]1CCO (stereo partly drawn)
-2%	1%	-22%	O=C1C(O)=C(O)C(=O)c2ccccc21
11%	-4%	4%	CC(C)c1cc(NCCN2CCOCC2)n2c(nc3ccccc32)c1C#N
-6%	-1%	9%	Cc1ccc2c(c1)C1(OCCCO1)C(=O)N2CC(=O)NN
-7%	0%	10%	O=C(O)C[C@H]1c2ccc(C(F)(F)F)cc2S(=O)(=O)N1Cc1ccccc1
2%	-6%	?	CCOc1ccc(-c2nnc3ccc(SCC(=O)N4CCN(c5ccccc5)CC4)nn23)cc1
2%	-13%	0%	O=S(=O)(O)c1cc(O)c2ccc(Nc3ccccc3)cc2c1
7%	-2%	-9%	Cc1ccc(NC(=O)C(C)OC(=O)C2CC3CCCC(C2)C3=O)cc1S(=O)(=O)N1CCOCC1 (stereo not drawn)
-3%	-3%	2%	Cc1c(Cl)cccc1NC(=S)NCc1ccc(Cl)cc1
1%	0%	-12%	CSC1(SC2=NCCN2)SC2(NCCN2)S1
-1%	-1%	3%	CCCCOC(=O)c1ccc(NC(=O)c2ccc(F)cc2F)cc1
2%	-6%	-1%	COc1ccc(C2C(C)C(=O)C(C)C(c3ccc(OC)cc3)N2N=O)cc1 (stereo not drawn)
-4%	0%	-10%	COc1ccc(OC)c(C(=O)c2coc3cc(Br)c(O)c(Br)c23)c1
-5%	2%	-1%	O=C(Nc1ccc2c(c1)Cc1cc([N+](=O)[O-])ccc1-2)C(F)(F)F
3%	16%	13%	COCC(Cc1ccccc1)NC(=O)Cn1cc(C)c(=O)[nH]c1=O (stereo not drawn)
0%	-2%	-6%	CC(=O)N(C)c1ccc(N2CCOCC2)c2c1C(=O)c1ccccc1C2=O
0%	3%	3%	N#CC(=Nc1ccccc1)c1ccccc1
4%	-3%	0%	CCSc1cnn(-c2ccccc2)c(=O)c1Cl
0%	3%	12%	O=[N+]([O-])c1ccccc1N=Nc1c(O)[nH]c2ccc(F)cc12
1%	-3%	-8%	N#Cc1c(-c2ccc(Cl)cc2)c(-c2ccc(Cl)cc2)nn(CCOC(=O)CCC(=O)O)c1=O
-38%	-1%	-3%	Cc1cccc(NC(=S)N2CCC(C(=O)c3ccc(F)cc3)CC2)c1
0%	0%	-1%	O=C1CCCCCCCCCC/C(=N\O)CCCO1
2%	-4%	5%	O=C(NNC(=O)c1ccncc1)Nc1cc(Cl)ccc1Cl
-1%	-5%	-9%	COc1ccc(C(=O)Nc2ccc(S(=O)(=O)N3CCc4ccccc43)cc2)cc1
-3%	-4%	-2%	COC(=O)c1ccccc1Oc1cc(C(F)(F)F)nc(-c2ccccn2)n1
6%	-3%	0%	c1csc(CCCN2CCCCC2)c1

7 entries from above, ordered by their value in PTAP TSG101 blk, descending:
canonical_smiles | TCR act | PTAP TSG101 blk | uPA surface inh
N#CC(=Nc1ccccc1)c1ccccc1 | 0% | 3% | 3%
O=C(O)C[C@H]1c2ccc(C(F)(F)F)cc2S(=O)(=O)N1Cc1ccccc1 | -7% | 0% | 10%
Cc1ncnc(N)c1CCCNc1ccccc1 | -4% | -1% | -2%
CCSc1cnn(-c2ccccc2)c(=O)c1Cl | 4% | -3% | 0%
O=C(Cc1ccc(NC(=O)C2CCN(C(=O)C3CC3)CC2)cc1)Nc1ccc(C(=O)N2CCOCC2)cc1 | -4% | -5% | -17%
CCOc1ccc(-c2nnc3ccc(SCC(=O)N4CCN(c5ccccc5)CC4)nn23)cc1 | 2% | -6% | ?
CN(CC(=O)Nc1cc(C(F)(F)F)ccc1-n1cncn1)Cc1ccccc1N1CCOCC1 | 3% | -7% | 7%

(further entries)
TCR act	PTAP TSG101 blk	uPA surface inh	compound
-1%	1%	4%	CC(C)(C)OC(=O)N(CCc1ccccc1)Cc1ccc(OCc2cccc(NC(=O)C3CCC3)c2)cc1
4%	3%	-10%	O=[N+]([O-])c1ccc(C2=CSC3=NCCN23)cc1
3%	-2%	3%	COc1ccc(OC)c(C2C(C(=O)c3ccc(C)o3)=C(O)C(=O)N2CCCN2CCOCC2)c1 (stereo not drawn)
0%	0%	-8%	CCOP(=O)(OCC)C(C#N)=C1SCN(c2ccccc2)CS1
-5%	3%	-1%	CN1CC[C@@H]2C(=O)N3CCc4ccc(-c5ccc6c(c5)OCO6)cc4[C@@H]3C[C@@H]21
-7%	-1%	-1%	C#CCOCCOCCOCCNc1nc(N2CCN(C(=O)Cn3cc(CCO)nn3)CC2)nc(N2CCN(C(=O)[C@H](CCCCN)n3cc(CC(C)O)nn3)CC2)n1 (stereo partly drawn)
0%	1%	-14%	CC(C)CCNC(=O)C1CC2Cn3c(nc4cc(Cl)c(Cl)cc43)C2N1C (stereo not drawn)
1%	0%	7%	O=C(NCc1ccccc1)c1ccc(C(=O)NCc2ccccc2)cc1
-6%	-3%	-2%	Cc1ccccc1N1CCN(CCN2C(=O)CC(=C3c4ccccc4-c4ccccc43)C2=O)CC1
7%	-8%	-2%	COc1ccc(C=CC(O)CCN2CCC3CCC(C3)C2)cc1 (stereo not drawn)
-1%	2%	-4%	COc1cccc(NC(=O)CN(C)C(=O)CCNC(=O)c2ccccc2OC)c1
-4%	-3%	-10%	N#Cc1ccsc1NC(=O)CN1C(=O)NC2(CCCCC2)C1=O
-4%	-2%	1%	CCN(CC)S(=O)(=O)c1ccc(O)c(NC(=O)COc2ccc(S(=O)(=O)N3CCOCC3)cc2)c1
-1%	-5%	-3%	Cc1ccc2c(c1)-c1cc(C)ccc1C2=O
2%	0%	5%	CC(C)(C)OC(=O)N1CCC(C(=O)Nc2ccc(C(=O)N3CCCC3)cc2)CC1
-2%	0%	-1%	C[n+]1c(-c2ccccc2)sc([S-])c1-c1ccccc1
-1%	-1%	0%	Cc1noc(C)c1-c1ccc2nc[nH]c(=O)c2c1
2%	-2%	-3%	CN(Cc1ccccc1)C(=O)c1cccc(NC(=O)Cc2ccc(NC(=O)C3CCCN(C(=O)C4CC4)C3)cc2)c1 (stereo not drawn)
-1%	-5%	5%	Cc1c(C(=O)O)sc(S(=O)(=O)N2CCN(C(=O)CC(C)c3ccccc3)CC2)c1C(=O)O (stereo not drawn)
0%	0%	-4%	O=C(Nc1c(Br)cc2c(c1Br)Cc1cc([N+](=O)[O-])ccc1-2)C(Cl)Cl
-3%	0%	-8%	N#Cc1c(N)[nH]c2ccc(Sc3ccccc3)cc12

A portion of the library; the hit share may differ from the screen's.
